High-throughput results deposited in PubChem by National Center for Advancing Translational Sciences (NCATS).
HEK293 viab = reduces viability of HEK-293 SNCA reporter cells. HEK-293-SNCA-luc viability, GF-AFC fluorescence, 24 h. Potency, µM (highest dose often 57.1 µM), for the others: top-dose activity change, negative = cytotoxicity, most hits filed as cytotoxic. hit rate 0.12% among 150,000. AID 1671193;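 note: potency is the fitted concentration of half-maximal effect; 0% = DMSO-treated cells and -100% = medium-only wells without cells; nearly all actives have a fitted effect of over 30% in size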
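Cytotoxicity counterscreen: after 24 h compound treatment of genome-edited SNCA-luciferase HEK-293 cells, live-cell protease substrate GF-AFC read by fluorescence after 30 min; activity scaled between DMSO (0%) and medium-only (-100%), curves Hill-fitted.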
GPT2 inh = GPT2 alanine aminotransferase inhibition | Q8TD30 | Recombinant GPT2, coupled pyruvate oxidase/HRP Amplex Red fluorescence | Potency, µM (doses to about 57.7 µM), inactives show at the highest dose activity change, negative = inhibition, actives largely listed as inhibitors | AID 1671188 | hit rate 0.25% among 100,000; note: potency is the fitted concentration of half-maximal effect; nearly all actives have a fitted effect of over 60% in size; many of its hits are not listed in these tables
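Inhibition is scored from Amplex Red fluorescence generated when pyruvate oxidase and HRP act on pyruvate released by GPT2. Reactions contain 10ng/uL enzyme, 250uM a-KG and 2mM L-alanine and run 30 min at room temperature.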
HEK293 tox = HEK 293 cell cytotoxicity; hit rate 6.6% among 94,000; Potency, µM (highest dose often 115 µM), for the others: top-dose activity change, negative = cytotoxicity, hits mostly inhibitors; HEK 293 viability, ATP luminescence (CellTiter-Glo), 48-72 h; note: potency is the fitted concentration of half-maximal effect; nearly all actives have a fitted effect of over 60% in size
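HEK 293 cells seeded at 250 cells/well were exposed to compound for 48 or 72 hr at 37 degree Celsius. Viability taken as ATP content by CellTiter-Glo luminescence.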
SNCA expr inhib = inhibitors of alpha-synuclein (SNCA) gene expression. HEK-293 SNCA-luciferase knock-in, luminescence, 24 h. hit rate 0.17% among 140,000. Potency, µM (doses to about 57.2 µM), without a hit: top-dose activity change, negative = inhibition, usual class: inhibitors;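 note: potency is the fitted concentration of half-maximal effect; plate controls were DMSO cells for no effect and cell-free wells for full effect; nearly all actives have a fitted effect of over 45% in size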
3T3 cytotox = kills NIH 3T3 cells. Potency, µM (highest dose often 96.7 µM), for inactives: top-dose activity change, negative = cytotoxicity, actives largely listed as inhibitors. NIH 3T3 viability, CellTiter-Glo ATP luminescence, 48-72 h. hit rate 4.3% among 94,000; note: potency is the fitted concentration of half-maximal effect; nearly all actives have a fitted effect of over 55% in size
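Mouse fibroblast NIH 3T3 cells, 400 per well, received compound via pintool and were incubated for 48 or 72 hr prior to CellTiter-Glo ATP luminescence measurement.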
IP6K1 inhibitor = blocks human inositol hexakisphosphate kinase 1. Q92551. IP6K1 kinase, ADP-Glo luminescence, 2 h; stronger effect = lower value. activity change, % (series mostly up to about 58 µM). hit rate 0.81% among 140,000. AID 1645851; in the data active = activity change below about -25%
Target sequence (Q92551 whole entry, looked up): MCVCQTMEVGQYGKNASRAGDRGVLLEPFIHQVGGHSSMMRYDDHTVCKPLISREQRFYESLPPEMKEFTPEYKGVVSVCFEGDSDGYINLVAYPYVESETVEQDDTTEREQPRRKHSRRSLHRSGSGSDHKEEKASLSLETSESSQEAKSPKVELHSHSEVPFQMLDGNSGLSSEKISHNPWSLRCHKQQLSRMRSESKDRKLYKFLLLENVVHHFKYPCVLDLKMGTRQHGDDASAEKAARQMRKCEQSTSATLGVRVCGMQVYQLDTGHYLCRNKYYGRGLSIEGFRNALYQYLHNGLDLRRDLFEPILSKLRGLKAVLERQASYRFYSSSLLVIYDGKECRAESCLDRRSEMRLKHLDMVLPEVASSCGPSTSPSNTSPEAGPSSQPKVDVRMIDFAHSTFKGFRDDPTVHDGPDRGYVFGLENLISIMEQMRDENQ
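ADP-Glo luminescence measures ADP made by human IP6K1 during a 2 h RT reaction with ATP/IP6 (mix at 1.3 mM/130 uM); top library doses 57.5 and 19.1 uM final.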
FLuc inh = Photinus pyralis luciferase inhibition; P08659; purified P. pyralis luciferase, luminescence, biochemical; Potency, µM (titrated, usually from 115 µM), without a hit: top-dose activity change, negative = inhibition, usual class: inhibitors; hit rate 2.5% among 76,000; note: potency is the fitted concentration of half-maximal effect; nearly all actives have a fitted effect of over 65% in size
Target sequence (P08659 whole entry, looked up): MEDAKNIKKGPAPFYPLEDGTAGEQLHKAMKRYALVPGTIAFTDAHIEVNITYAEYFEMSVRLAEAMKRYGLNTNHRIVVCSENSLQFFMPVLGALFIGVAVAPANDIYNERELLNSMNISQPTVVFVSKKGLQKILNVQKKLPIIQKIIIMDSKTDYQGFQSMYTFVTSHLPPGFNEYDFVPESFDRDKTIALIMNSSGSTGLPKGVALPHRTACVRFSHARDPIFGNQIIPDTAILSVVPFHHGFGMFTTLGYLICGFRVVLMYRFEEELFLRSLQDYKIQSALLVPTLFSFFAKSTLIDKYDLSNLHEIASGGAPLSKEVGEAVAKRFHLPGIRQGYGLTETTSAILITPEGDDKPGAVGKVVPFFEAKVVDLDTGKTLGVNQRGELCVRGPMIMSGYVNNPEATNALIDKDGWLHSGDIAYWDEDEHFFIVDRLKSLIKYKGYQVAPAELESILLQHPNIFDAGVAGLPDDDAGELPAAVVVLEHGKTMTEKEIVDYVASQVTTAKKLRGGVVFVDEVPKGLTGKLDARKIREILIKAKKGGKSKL
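Luminescence read by CCD imaging after purified firefly luciferase (10nM final) was added to substrate buffer holding 10uM D-luciferin and 10uM ATP, pH 7.5, pre-dosed with compound.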
* = called active by the depositor; i = inactive; ? = inconclusive; · = no result given; [ ] = dose if it differs, or a comment. Unless noted, calls come from the whole dose curve; as a rule, active = well fitted curve in the direction sought with a large enough effect; inconclusive = small, poorly fitted or top-dose-only effect, or another doubt; inactive = no such curve, though single readings can be large; an effect the other way counts as inactive or inconclusive. Unless noted, % is set by controls: 0 for no effect and ±100 for the full control effect.

structure,3T3 cytotox,GPT2 inh,HEK293 tox,SNCA expr inhib,FLuc inh,IP6K1 inhibitor,HEK293 viab
CCc1ccc(NC(=O)Cn2c(N3CCOCC3)nc(COC)cc2=O)cc1,-2%,i,-8%,-11%,6%,1,-11%
CC(C)(Cc1ccc(F)cc1)NC(=O)C1CCC(=O)N(Cc2ccccn2)C1 (stereo not given),-12%,1%,-2%,-14%,-14%,-11,-8%
COc1ccc(-c2nc3sc(CCNC(=O)C(=O)Nc4cccc(NC(C)=O)c4)c(C)n3n2)cc1,·,·,·,49%[activator],·,27,8%
CCOC(=O)CNC(=O)CC(c1cc(OC)c(OC)c(OC)c1)N1Cc2ccccc2C1=O (stereo not given),·,·,·,-5%,·,-5,4%
CC(C)CN1CCN(C(=O)c2ccc3c(c2)C(O)CCCCCN3C)CC1 (stereo not given),-34%,-2%,?,-5%,2%,6,3%
Cc1ccc(CNC(=O)N2CCC(N3C(=O)C4(CCCCC4)C3c3ccncc3)CC2)cc1 (stereo not given),-25%,i,-27%,45%[activator],-14%,-12,-18%[12.5 µM]
COc1cccc(-c2cccc(C(=O)N3CCN(C(=O)Cc4ccccn4)CC3)c2)c1,1%,3%,-9%,-4%,·,-5,2%[12.5 µM]
Clc1ccc(Nc2c(-c3cccs3)nc3ccc(Cl)cn23)cc1,·,·,·,136%[activator],·,22,5%
CC(=O)Nc1ccc(C(=O)N2CCC3(CC2)N=C(c2cccc(Br)c2)NO3)cc1,?,i,?,-19%,-9%,-19,-9%
Cn1nc(C2CCCN2C(=O)NC2CCCCC2)n(Cc2ccccc2)c1=O (stereo not given),-22%,i,4%,57%[activator],·,-2,-8%
COc1ccc(-n2nc3n(c2=O)CCN(Cc2ccc(NC(C)=O)cc2)C3)cc1,?,i,-17%,37%[activator],·,12,4%
CCCN(CC1CCOC1)C(=O)Nc1ccc(C)cc1 (stereo not given),i,i,7%,62%[activator],?,10,-7%
O=C(NCc1cccc(F)c1)c1cc(-c2cccc(C(F)(F)F)c2)c2nncn2n1,-18%,5%,-2%,?,·,-3,-3%
Nc1nc(N)c(-c2ccccc2)s1,·,i,·,16%[25.6 µM],·,8,10%[23.9 µM]
O=C(c1cccc2[nH]ccc12)N1CCCC(n2cc(-c3nc(C4CC4)no3)nn2)C1 (stereo not given),?,i,?,34%[activator],-8%,1,4%

As a working copy, part of the list above.
structure,3T3 cytotox,GPT2 inh,HEK293 tox,SNCA expr inhib,FLuc inh,IP6K1 inhibitor,HEK293 viab
O=C(NCc1cccc(F)c1)c1cc(-c2cccc(C(F)(F)F)c2)c2nncn2n1,-18%,5%,-2%,?,·,-3,-3%
Nc1nc(N)c(-c2ccccc2)s1,·,i,·,16%[25.6 µM],·,8,10%[23.9 µM]
O=C(c1cccc2[nH]ccc12)N1CCCC(n2cc(-c3nc(C4CC4)no3)nn2)C1 (stereo not given),?,i,?,34%[activator],-8%,1,4%

Additional records.
structure,3T3 cytotox,GPT2 inh,HEK293 tox,SNCA expr inhib,FLuc inh,IP6K1 inhibitor,HEK293 viab
CSc1nn(Cc2ccccc2C)c(NC(C)=O)c1S(=O)(=O)c1ccc(C)cc1,·,·,·,-27%,·,2,-15%
CCn1cc2nc(SCC(=O)Nc3cc(OC)cc(OC)c3)n(Cc3ccc(Cl)cc3)c(=O)c2n1,·,·,·,-17%,·,15,-4%
CCOC(=O)C1CCC(CN(Cc2ccccc2)S(=O)(=O)c2ccc(Cl)cc2)CC1 (stereo not given),·,·,·,17%,·,-8,1%
COc1ccc(NC(=O)CC2C(=O)N(c3cccc(OC)c3)C(=O)N2CCC2=CCCCC2)cc1 (stereo not given),·,·,·,-21%,·,0,?
CCCc1nnc(SCc2cc(=O)c3c(C)cc(C)cc3[nH]2)n1C,·,·,·,3%,·,-2,-8%
Cc1ccc2nc(CO[C@H]3CN(Cc4ccccn4)C[C@H]3F)[nH]c2c1,-7%[138 µM],-1%[88.5 µM],-17%[172 µM],34%[activator][87.6 µM],-20%[172 µM],-1,-6%[87.6 µM]
Cc1ccc(NC(=O)Cn2c(C)cc3nc4n(c(=O)c32)CCCC4)cc1Cl,-22%,i,-21%,5%,1%,-18,-7%
COc1ccc(NC(=O)CC2Oc3ccc(C)cc3NC2=O)cc1Cl (stereo not given),·,·,·,?,·,-22,-7%
CCn1cc(C(=O)N2CCN(c3cc(C)ccc3C)CC2)c(=O)c2cc(S(=O)(=O)N3CCCCC3)ccc21,·,·,·,-2%,·,8,-7%
Cc1cc(-c2nn(-c3ccccc3F)cc2CN2CCCC(C#N)C2)c(C)s1 (stereo not given),?,-1%,?,4%,-7%,25,-6%
COc1ncccc1CNC[C@H]1Cn2cc(-c3ccc4c(c3)OCCCO4)nc2CO1,?,i,89µM*,95%[activator][87.6 µM],50µM*,4,0%[87.6 µM]
Cc1ccc(/C=C/c2onc(C)c2S(=O)(=O)N2CCC(C(=O)N3CC(C)Oc4ccccc43)CC2)cc1 (stereo not given),·,·,·,-6%,·,32,0%
COc1cccc2c1OCC(CNC(=O)c1ccccc1N1CCCC1)C2 (stereo not given),2%,0%,89µM*,25%,-6%,-11,6%
COc1ccc2[nH]c3c(c2c1)CCNC31CCN(C(=O)COc2ccc(F)cc2)CC1,?,i,?,6%,4%,11,-8%[12.5 µM]
Cc1oc(-c2ccc(Cl)cc2)nc1CS(=O)CC(=O)N1CCN(c2cccc(C(F)(F)F)c2)CC1 (stereo not given),·,·,·,?,·,-2,?

Other results.
structure,3T3 cytotox,GPT2 inh,HEK293 tox,SNCA expr inhib,FLuc inh,IP6K1 inhibitor,HEK293 viab
CCN(C(=O)Cn1nc(Cc2ccncc2)c2ccccc2c1=O)c1cccc(Cl)c1,·,·,·,-26%,·,1,3%
CN1C[C@H](O)C[C@H]1c1nnc2n1CCN(C(=O)Cc1ccccc1)CC2,4%,i,-7%,8%,-4%,-2,-8%
Cc1cccc(NC(=O)c2cnc3sc(N4CCCC4)nn3c2=O)c1C,·,·,·,13%,·,16,-5%
COc1cccc(C(=O)NC[C@@H]2CC[C@H]3C[C@@H]2C3(C)C)c1,?,-3%[88.5 µM],89µM*,8%[87.6 µM],-19%[172 µM],-5,-4%[87.6 µM]
Cc1nc(CN2Cc3nc(OCc4ccc(F)cc4)ccc3OCC2=O)cs1,?,-9%[88.5 µM],71µM*,?,-6%[172 µM],2,-11%[87.6 µM]
COCCNC(=O)C(C)[C@@H]1CC[C@@]2(C)CC[C@H](NC(=O)c3cccc(F)c3)[C@@H](C)[C@@H]2[C@H]1O (stereo not given in full),-18%,i,-16%,-23%,-14%,-6,-1%
Cc1cc(C)nc(-n2nc(C)c3c2N(C)C(=O)CC3c2ccc(Cl)cc2)n1 (stereo not given),·,·,·,-4%,·,1,7%
Cc1ccc(Cl)cc1NC(=O)Nc1cccc(OCc2cc(=O)n3ccccc3n2)c1,·,·,·,7%,·,1,2%
CCc1ccccc1NC(=O)CN1C(=O)c2ccccc2Sc2ncccc21,·,·,·,25%,·,10,-3%
O=S(=O)(c1ccc(S(=O)(=O)n2cnc3ccccc32)cc1)N1CCCCCC1,·,-6%[27.3 µM],·,·,·,0,6%[23.9 µM]
O=S(=O)(c1cccc2ccccc12)N1CCN(c2ccc(Cl)c(Cl)c2)CC1,·,·,·,-2%,·,9,12%
Cc1ccc(CN(Cc2cccn2-c2nnc(N3CCCC3=O)s2)C(=O)Nc2ccccc2Cl)cc1,·,·,·,-4%,·,-6,8%
CC(C)C[C@@H]1N[C@H](C(=O)NCc2cccnc2)Cc2c[nH]c3cccc1c23,?,i,25µM*,?,-4%[172 µM],5,?
CN1C[C@@H](NC(=O)NC2CCCCC2)C[C@H]1c1nc(-c2cnccn2)no1,5%[174 µM],4%[88.5 µM],i,-9%[87.6 µM],-2%[172 µM],27,-7%[87.6 µM]
O=C(O)CCC(=O)N1CCC2(Cc3ccccc3N(C(=O)c3ccc(Cl)cc3)C2)C1 (stereo not given),i,i,i,0%,·,-4,7%

Next records follow.
structure,3T3 cytotox,GPT2 inh,HEK293 tox,SNCA expr inhib,FLuc inh,IP6K1 inhibitor,HEK293 viab
COc1ccc(OC)c(S(=O)(=O)N2CCC(n3c(C)cnc3C3CCOCC3)CC2)c1,-10%,i,i,-8%,·,12,4%
O=C(c1ccc(CC2CCN(C(=O)c3ccccn3)CC2)cc1)N1CCOCC1,-7%,i,-7%,17%,1%,4,?
CCOc1ccc(-n2nc3cc(C)c(NC(=O)c4cc(OCC)c(OCC)c(OCC)c4)cc3n2)cc1,·,·,·,-30%,·,8,2%
CCn1cc2c(n1)-c1c(oc(C(=O)Nc3cccc(C)c3C)c1C)CC2,·,·,·,58%[activator],·,15,14%
C=CCN(C)C(=O)C[C@@H]1c2nc(NC(=O)c3c(F)cccc3F)sc2C[C@@H]2[C@](C)(CO)[C@H](O)CC[C@]21C,i,i,i,-11%,-3%,7,-2%
c1ccc(CN2CCN(c3ncnc4c3cnn4-c3ccccc3)CC2)cc1,·,·,·,23%,·,30,-7%
CCOc1ccc2c(n1)CCN(C(=O)c1ccccc1OC)C2,-26%,-1%,-23%,9%,-8%,-13,-6%[12.5 µM]
COc1ccc(C(=O)N2CCN3C(=O)N(C4CCOCC4)C[C@H]3C2)cc1,-19%[138 µM],i,-16%[172 µM],?,3%[172 µM],3,3%[87.6 µM]
O=C(c1ccccc1F)N1CCCC2(CN[S+](=O)([O-])c3ccccc3N2)C1 (stereo not given),-16%,i,-5%,-6%,-3%,24,0%
COc1cc(-c2ccc(C)s2)cc2c1OCCNC2,?,-3%,-10%,2%,-2%,0,7%
O=C(NCCc1ccncc1)c1ccc2c(c1)N(S(=O)(=O)c1ccccc1F)CC2,-22%,i,?,106%[activator],?,0,5%
CN1CCCCC1CCN1c2ccccc2Sc2ccc(S(C)=O)cc21 (stereo not given),·,i,·,-30%[25.6 µM],·,5,-2%[23.9 µM]
CCN(CC)c1ncccc1CNC(=O)COC,i,i,i,3%,-1%,25,14%
CSC(C)C(=O)N1CCC2(CCC(=O)N(CCc3ccccc3)C2)CC1 (stereo not given),-11%,i,-16%,4%,-1%,-15,-1%
COc1ccc(-n2c(CN)n[nH]c2=O)cc1OC,i,-4%,2%,-12%,15%,8,-8%
COc1cccc(CC(=O)NCCn2ccn3nc(-c4cccc(OC)c4)cc3c2=O)c1,?,i,?,-14%,?,-10,-2%
CCC(=O)Nc1ccc2nc3c(=O)n(C)c(=O)n(C)c3nc2c1,·,·,·,-4%,·,13,?
Cc1ccsc1C(=O)N1CCCN(C)c2ccccc21,?,-2%,?,29%,-1%,-6,0%

The list is partial, so the mix of outcomes need not match the whole.
